# Rv3671c protease – Rv3671c (M. tuberculosis) protease inhibition | P9WHR9 | inhibition, % at 5.96 µM | AID 2606 | 0.048% of 320,000 active; in the data active means inhibition above about 38%;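 further: extracellular domain of Rv3671c used as enzyme; 0% = enzyme with DMSO and 100% = no enzyme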
# Target sequence (P9WHR9 whole entry, looked up, the tested form may be a part): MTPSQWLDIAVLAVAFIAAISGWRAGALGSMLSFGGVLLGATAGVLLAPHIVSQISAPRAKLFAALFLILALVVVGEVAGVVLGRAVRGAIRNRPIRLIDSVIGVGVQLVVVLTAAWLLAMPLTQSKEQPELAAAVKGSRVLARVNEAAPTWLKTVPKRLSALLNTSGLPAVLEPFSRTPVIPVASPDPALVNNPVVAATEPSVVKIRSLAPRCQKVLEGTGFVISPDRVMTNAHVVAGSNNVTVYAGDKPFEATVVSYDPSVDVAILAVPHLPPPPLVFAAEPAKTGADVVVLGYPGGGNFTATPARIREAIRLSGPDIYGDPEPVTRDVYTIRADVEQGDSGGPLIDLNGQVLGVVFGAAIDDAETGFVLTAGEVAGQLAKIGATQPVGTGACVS
# Mtb FBA inh – inhibitors of M. tuberculosis fructose-bisphosphate aldolase; purified M. tuberculosis FBA, fluorescence read-out; inhibition, % at 1 µM; 2.3% of 360,000 active; in the data active means inhibition above about 27%;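 further: 0% = vehicle and 100% = reference inhibitor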
# PrPC surface inh – inhibitors of human cell surface prion protein PrPC; P04156; TR-FRET read-out; inhibition, % at 13.8 µM; 0.43% of 370,000 active; in the data active means inhibition above about 24%; further: 0% = median of the test wells and 100% = reference compound wells
# BioA inh – inhibitors of Mycobacterium tuberculosis BioA enzyme | purified M. tuberculosis BioA enzyme, plate reader | inhibition, % at 9.99 µM | 0.096% of 360,000 active; in the data active means inhibition above about 40%; inconclusive means no clear call, values can overlap the other calls
# Mtb UGM inh – Mtb UDP-galactopyranose mutase inhibition. purified UGM, fluorescence polarization probe displacement. inhibition, % at 10 µM. 0.06% of 320,000 active. AID 504406; in the data active means inhibition above about 10%, passing the limit was not always enough; inconclusive means no clear call, values can overlap the other calls
# Target sequence (P9WIQ1 whole entry, looked up): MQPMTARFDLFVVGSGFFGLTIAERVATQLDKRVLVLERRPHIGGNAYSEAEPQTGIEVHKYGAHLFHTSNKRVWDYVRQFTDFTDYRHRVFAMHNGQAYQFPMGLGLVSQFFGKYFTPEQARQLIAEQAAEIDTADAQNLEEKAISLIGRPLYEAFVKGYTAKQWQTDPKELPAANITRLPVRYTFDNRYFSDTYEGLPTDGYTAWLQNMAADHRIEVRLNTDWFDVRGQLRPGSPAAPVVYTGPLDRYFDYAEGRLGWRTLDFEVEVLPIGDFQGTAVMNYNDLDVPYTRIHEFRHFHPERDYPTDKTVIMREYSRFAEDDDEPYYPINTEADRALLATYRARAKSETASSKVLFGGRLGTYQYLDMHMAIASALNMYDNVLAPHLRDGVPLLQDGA
# GDH-TPI inh – inhibits GDH-TPI coupling enzymes, artifact for Mtb FBA screen | AID 588335 | 1.2% of 360,000 active | GDH-TPI coupled enzyme counterscreen, NADH absorbance | inhibition, % at 4.8 µM; in the data active means inhibition above about 30%;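 further: 0% = DMSO wells and 100% = wells lacking the enzyme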
# FadD28 FP inh – M. tuberculosis FadD28 bisubstrate binding inhibition; FadD28 bisubstrate probe binding, fluorescence polarization; inhibition, % at 12.5 µM; 0.22% of 360,000 active; in the data active means inhibition above about 8.5%, passing the limit was not always enough; inconclusive means no clear call, values can overlap the other calls
# MazEF act – MazEF (E. coli) toxin RNase activation. P0AE70. FAM/BHQ RNA-DNA oligo cleavage fluorescence, 5 h. activation, % at 20 µM. 0.32% of 350,000 active. AID 504720; in the data active means activation above about 50%
# Target sequence (P0AE70 whole entry, looked up): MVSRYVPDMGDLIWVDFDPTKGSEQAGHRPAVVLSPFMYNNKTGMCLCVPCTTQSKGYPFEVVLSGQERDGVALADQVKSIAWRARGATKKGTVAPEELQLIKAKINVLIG
# BoNT-F LC inh – blocks Botulinum neurotoxin F light chain protease | Multiplex microsphere protease cleavage assay, flow cytometry | inhibition, % at 10 µM | 0.22% of 360,000 active | AID 588497; in the data active means inhibition above about 35%, passing the limit was not always enough; inconclusive means no clear call, values can overlap the other calls; further: plate controls were buffer without enzyme for full effect and enzyme alone for no effect
# Numbers without * were called inactive; ? = inconclusive; / = not tested or not shown; & = joins results of further samples.
1) COc1cc(O)cc2c1cc([N+](=O)[O-])c1c(C(=O)O)cc3c(c12)OCO3
2) O=C(CSc1nc2ccccc2s1)Nc1cc(C(=O)O)cc(C(=O)O)c1
3) Cc1nnc(SCC(=O)N2CCOCC2)[nH]c1=O
4) O=C(Nc1ccc(N2CCOCC2)cc1)c1cc(-c2ccncc2)nc2ccccc12
5) Cc1nonc1OCCNCc1c(C(=O)N(C)C)nc2ccc(Cl)cn12
6) O=C(O)CNC1=NCCCCC1
7) Cn1nnnc1SCCNCc1ccccc1OCc1ccccc1
8) COC(=O)C(=C/C(C)=C/c1cccnc1)C(=O)OC
9) COC(=O)c1ccc(CNC(=O)Cn2cnc3c(SC)nc(N)nc32)cc1
10) COc1ccc(NC(=O)O/N=C2/CCCc3ccc(OC)cc32)cc1
Compound	1	2	3	4	5	6	7	8	9	10
Rv3671c protease	2	-2	-4	0	3	2	0	0	-4	2
Mtb FBA inh	-5	-3	0	1	1	-2	-1	-2	11	3
PrPC surface inh	-20	-1	3	-8	-1	-3	-6	9	5	11
BioA inh	1.7	/	-1.0	-0.9	/	-2.0	/	/	-1.5	0.8
Mtb UGM inh	/	2.2	0.5	-3.4	-1.2	-0.8	6.6	-0.5	5.7	0.1
GDH-TPI inh	13	1	1	12	2	7	-4	8	17	10
FadD28 FP inh	3.3	-4.3	0.4	-3.4	0.6	-0.4	-2.4	-4.2	-1.7	0.5
MazEF act	-1	4	2	6	-4	10	-8	7	6	6
BoNT-F LC inh	-9	-5	-12	-21	-3	-7	-6	4	-1	-8

11) CCOc1cccc(NC(=O)C2CC(=O)NC(=Nc3ccccc3)S2)c1 (stereo not given)
12) Cc1ccc2[nH]c3c(Cl)ncnc3c2c1
13) Cc1cc(Cl)ccc1OCC(=O)N(Cc1ccco1)c1c(N)n(Cc2ccccc2)c(=O)[nH]c1=O
14) CC(OC(=O)C1=COCCO1)C(=O)Nc1ccccc1C#N (stereo not given)
15) O=C1CCCC(O)=C1N=Nc1c(Cl)cc(C(F)(F)F)cc1Cl
16) Cc1c(NS(=O)(=O)c2ccc(N(C)C3CCCCC3)c([N+](=O)[O-])c2)c(=O)n(-c2ccccc2)n1C
17) Cc1cc(OCC(=O)OCC(=O)NCCN2C(=O)CSC2=O)ccc1Cl
18) CC1CCN(S(=O)(=O)c2ccc(NC(=O)CCN3C(=O)C4CC=CCC4C3=O)cc2)CC1 (stereo not given)
19) CC(Oc1ccc(F)cc1)C(=O)Nc1cc(S(=O)(=O)N2CCOCC2)ccc1N1CCN(C)CC1 (stereo not given)
20) O=C(O)CC(c1ccc(F)cc1F)N1Cc2ccccc2C1=O (stereo not given)
Compound	11	12	13	14	15	16	17	18	19	20
Rv3671c protease	-3	4	/	3	17	-7	1	2	1	-1
Mtb FBA inh	-4	12	2	-1	2	-2	1	-1	4	-3
PrPC surface inh	-1	0	7	-11	-5	-11	0	3	-7	/
BioA inh	0.3	-0.7	-1.6	/	-1.0	1.7	-0.3	2.4	0.3	-1.0
Mtb UGM inh	3.0	0.1	/	-1.2	2.4	2.7	1.8	/	-3.5	-1.5
GDH-TPI inh	-1	4	9	-4	29	7	1	3	-7	6
FadD28 FP inh	-4.7	-1.2	-1.9	-2.4	0.4	-3.4	-2.5	0.6	-1.2	/
MazEF act	14	-1	2	2	10	3	4	2	-5	-10
BoNT-F LC inh	-18	/	-8	-3	?	0	-7	-3	1	0

21) COc1cccc(CN(C)C(=O)CNC(=O)c2ccc3c(c2)OCO3)c1OC
22) COc1cccc(NC(=O)C(C)Sc2nnc(C3CC3)n2C2CC2)c1 (stereo not given)
23) CCCOc1ccc(C(CC(=O)O)NC(=O)C23CC4CC(CC(C4)C2)C3)cc1 (stereo not given)
24) Cc1ccccc1Cn1c2ccccc2c2cnn(CC(=O)NCCCN3CCN(C)CC3)c(=O)c21
25) CN(CC(=O)Nc1ccccc1Cl)C(=O)COC(=O)c1cc(S(=O)(=O)N(C)C)ccc1N1CCCC1
26) COC(=O)CNC(=O)CN1c2cccc3cccc(c23)S1(=O)=O
27) CCN(CC(=O)Nc1ccccc1C(=O)NC1CC1)Cc1cccs1
28) O=C(N/N=C/c1ccc(O)c(Br)c1)c1cc2c(ccc3ccccc32)o1
29) O=C(CCN1CCN(c2ccccc2)CC1)NNC(=O)c1ccccc1
30) O=C1/C(=C/N(C(=O)c2ccco2)c2ccc(Br)cc2)Sc2ccccc21
Compound	21	22	23	24	25	26	27	28	29	30
Rv3671c protease	2	-4	1	-4	-17	5	/	/	/	-9
Mtb FBA inh	4	-4	-1	7	6	14	2	0	-1	-2
PrPC surface inh	-6	9	-1	-2	2	-12	-6	9	6	/
BioA inh	-0.8	-0.3	/	4.3	-0.4	0.1	/	1.0	6.8	-1.8
Mtb UGM inh	4.9	/	-0.5	2.1	1.1	-0.6	/	-1.3	/	1.9
GDH-TPI inh	12	11	0	0	7	3	-4	27	5	12
FadD28 FP inh	-1.4	-0.7	-1.3	-1.1	-2.1	-3.1	-2.5	-2.0	-0.6	-2.2
MazEF act	-23	-1	-9	2	3	-3	10	6	-9	-2
BoNT-F LC inh	15	-10	0	-5	-5	-13	2	-7	-4	-9

31) CCOc1ccc(CCNC(=O)C2=C(C)C(=O)OC23CCC(C)CC3)cc1OCC (stereo not given)
32) C[C@H](CO)N1C[C@H](C)[C@@H](CN(C)CC2CCCCC2)Oc2c(NS(=O)(=O)c3cccs3)cccc2C1=O
33) COc1cccc(NC(=O)Nc2ccc3c(c2)OCO3)c1
34) COc1ccc(CNC(=O)C2(CC3CC(c4ccccc4)=NO3)CCN(C(=O)CCCCCBr)CC2)cc1 (stereo not given)
35) O=c1c2sccc2nc(SCc2cc(=O)n3cc(Cl)ccc3n2)n1Cc1ccccn1
36) O=C(COc1ccc(Br)cc1Cl)Nn1cnnc1
37) COc1ccc(CC(NC(C)=O)C(=O)NC2CCN(C(=O)Nc3ccc(Cl)cc3)CC2)cc1OC (stereo not given)
38) CCn1ncc(Cl)c1C(=O)Nc1ccc2c(c1)CCC2
39) Cc1nn(CC(=O)OC(C)C(=O)Nc2ccccc2[N+](=O)[O-])c(C)c1[N+](=O)[O-] (stereo not given)
40) CCOC(=O)C1CCCN(c2c(NCCc3ccccc3)c(=O)c2=O)C1 (stereo not given)
Compound	31	32	33	34	35	36	37	38	39	40
Rv3671c protease	8	10	5	-2	3	-7	5	-6	10	1
Mtb FBA inh	2	-1	-2	-1	5	7	4	-1	1	-1
PrPC surface inh	5	/	14	-4	3	-1	1	4	-18	12
BioA inh	/	-1.0&-0.6	-0.1	-4.3	/	/	-0.7	-0.4	/	0.1
Mtb UGM inh	-3.9	0.0	-2.3	1.5	0.7	-0.3	1.0	-1.8	-1.9	-1.4
GDH-TPI inh	7	6	3	1	0	0	4	-2	10	8
FadD28 FP inh	-2.0	1.1	3.0	-0.4	-1.2	0.1	-0.2	2.5	0.7	-0.5
MazEF act	1	2	7	-14	7	1	2	/	8	1
BoNT-F LC inh	-6	8	/	-8	4	0	-5	-5	-2	-8

# Quoted from above: nos. 35–39
35) O=c1c2sccc2nc(SCc2cc(=O)n3cc(Cl)ccc3n2)n1Cc1ccccn1
36) O=C(COc1ccc(Br)cc1Cl)Nn1cnnc1
37) COc1ccc(CC(NC(C)=O)C(=O)NC2CCN(C(=O)Nc3ccc(Cl)cc3)CC2)cc1OC (stereo not given)
38) CCn1ncc(Cl)c1C(=O)Nc1ccc2c(c1)CCC2
39) Cc1nn(CC(=O)OC(C)C(=O)Nc2ccccc2[N+](=O)[O-])c(C)c1[N+](=O)[O-] (stereo not given)
Compound	35	36	37	38	39
Rv3671c protease	3	-7	5	-6	10
Mtb FBA inh	5	7	4	-1	1
PrPC surface inh	3	-1	1	4	-18
BioA inh	/	/	-0.7	-0.4	/
Mtb UGM inh	0.7	-0.3	1.0	-1.8	-1.9
GDH-TPI inh	0	0	4	-2	10
FadD28 FP inh	-1.2	0.1	-0.2	2.5	0.7
MazEF act	7	1	2	/	8
BoNT-F LC inh	4	0	-5	-5	-2

# Remaining list, next part
41) CC(NC(=S)N1CCOCC1)c1ccccc1 (stereo not given)
42) Cc1ccc(C(=O)N2CCN(c3cc(=O)[nH]nc3-c3ccccc3)CC2)cc1
43) O=C(COCc1cc(-c2ccc3c(c2)OCO3)on1)N1CCN(c2ccc(F)cc2)CC1
44) CC1CN(S(=O)(=O)c2cc(C(=O)NCc3ccncc3)ccc2Cl)CC(C)O1 (stereo not given)
45) O=C(CN1C(=O)c2cccc3cccc(c23)C1=O)N1CCN(Cc2ccc3c(c2)OCO3)CC1
46) CCC(C)(C)NC(=O)CN(C(=O)c1snc(C(N)=O)c1N)c1ccc2c(c1)OCCO2
47) CCOc1cccc(C(=O)Nc2cccc(-c3nc4ncccc4o3)c2C)c1
48) Cc1ccnc(NC(=O)C(Cc2ccccc2)NC(=O)c2ccccc2)c1 (stereo not given)
49) COC(=O)C(O)(CC(=O)Nc1cc(OC)c(OC)c(OC)c1)C(F)(F)F (stereo not given)
50) S=C(NCCN1CCOCC1)Nc1ccc(Cl)c(Cl)c1
Compound	41	42	43	44	45	46	47	48	49	50
Rv3671c protease	7	5	0	-9	-4	-4	-1	-15	0	-13
Mtb FBA inh	-1	-3	0	-6	24	-2	3	0	-4	-5
PrPC surface inh	-6	-2	-1	9	-38	-4	-1	-2	-3	6
BioA inh	-3.4	0.2	0.1	-0.7	-1.1	0.2	0.8	0.1	-0.7	/
Mtb UGM inh	-0.2	0.0	0.0	3.4	-0.4	1.5	-0.3	2.0	-1.3	-0.4
GDH-TPI inh	1	7	-8	1	29	15	13	-1	4	-4
FadD28 FP inh	-2.2	-2.3	-3.8	-2.6	1.3	-4.9	-1.2	/	-2.1	-9.1
MazEF act	-1	2	0	8	3	0	-2	3	10	3
BoNT-F LC inh	-1	-2	3	5	1	-10	-6	-1	-22	-3

51) CC(=O)Nc1ccc(S(=O)(=O)Nc2ccc(N3CCCCC3)cc2)cc1
52) Cc1csc2nc(CNC(=O)c3ccco3)cn12
53) CCc1ccc(C2c3[nH]c4ccccc4c3CCN2C(=O)c2ccc(=O)n(C)n2)cc1 (stereo not given)
54) Cc1ccc(S(=O)(=O)Nc2nc3ccccc3nc2N2CCOCC2)cc1
55) CCOC(=O)c1sc(NC(=O)c2ccc(=O)[nH]c2)nc1C
56) Cc1ccc([C@@H]2CC=C(C(=O)O)[C@H](c3ccc(F)cc3)N2S(=O)(=O)c2ccc(C)cc2)cc1
57) COc1cccc(-n2c(=S)sc3c(=O)n(-c4ccccc4OC)c(=S)[nH]c32)c1
58) CC1=CC(C)(C)n2c(O)c(N=NC(N)=S)c3c(C)ccc1c32
59) COC(=O)c1ccccc1-n1c(CCC(=O)O)ccc1-c1ccccc1
60) COc1ccc(C(=O)NCc2ccc(Cl)c(Cl)c2)cc1OC
61) Cc1ccc(Cl)c(OCCN2CCCC(C)C2)c1 (stereo not given)
62) O=C(Nc1ccccc1)N1CCN(c2ccc(C(F)(F)F)cn2)CC1
Compound	51	52	53	54	55	56	57	58	59	60	61	62
Rv3671c protease	3	-1	-2	3	-6	-6	0	7	4	-4	-3	5
Mtb FBA inh	-2	0	-5	-1	4	2	-6	-1	2	2	0	1
PrPC surface inh	-4	4	2	-1	1	7	11	5	7	6	0	16
BioA inh	1.1	0.5	-0.9	-3.0	-1.5	1.1	/	0.1	-1.8	-0.5	-2.2	/
Mtb UGM inh	3.2	2.4	-1.4	-0.4	0.2	4.9	0.9	0.5	2.5	-2.2	0.3	0.8
GDH-TPI inh	-4	4	9	6	31*	1	-9	3	2	-6	0	6
FadD28 FP inh	-2.6	-0.1	-0.1	-2.1	-0.5	1.1	-5.4	-4.5	-1.9	-0.8	0.4	-1.5
MazEF act	36	2	6	3	-8	-3	-17	14	3	3	-1	10
BoNT-F LC inh	-64	-4	-8	5	37*	-7	-4	-5	-7	-7	1	-9
